Source: PubChem BioAssay
Rac1 act GTP bind: GTP binding modulators of activated mutant Rac1, primary screen, biochemical, bead-based flow cytometry, multiplex, fluorescent GTP; Ras-related C3 botulinum toxin substrate 1 (Homo sapiens), P63000; GST-Rac1 activated beads; actives lie on both sides; 100% means binding = to untreated wells; percent activity (GTP binding), % at 10 µM; hit rate 0.11% among 190,000; AID 764, 2007;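 active means GTP binding at least 20 percentage points away from the 100% baseline, in either direction, so actives lie on both sides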
Bcl-XL Bim block: inhibitors of Bim-Bcl-XL binding, primary screen, biochemical, multiplexed, bead flow cytometry, human Bcl-XL. inhibition, % at 10 µM. Bim peptide-Bcl-XL binding, fluorescence. hit rate 0.04% among 190,000. Bcl-2-like protein 1 (Homo sapiens), Q07817. AID 1007, 2008
Target sequence (Q07817 whole entry, looked up): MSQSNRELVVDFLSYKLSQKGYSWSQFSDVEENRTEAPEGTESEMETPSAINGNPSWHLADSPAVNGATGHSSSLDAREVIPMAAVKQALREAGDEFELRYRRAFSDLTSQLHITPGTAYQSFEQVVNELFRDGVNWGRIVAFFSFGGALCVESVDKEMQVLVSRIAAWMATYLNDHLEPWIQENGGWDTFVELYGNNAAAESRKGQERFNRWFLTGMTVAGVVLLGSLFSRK
Bim-Bcl-W: inhibitors of Bim binding to Bcl-W, primary screen, biochemical, multiplexed, bead-based flow cytometry. Bim peptide-Bcl-W binding. hit rate 0.02% among 190,000. AID 952, 2007. inhibition, % at 10 µM;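 further: 0% = bound tracer without compound and 100% = peptide blocker; higher means less fluorescent Bim peptide bound to Bcl-W beads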
Target sequence (Q92843 whole entry, looked up): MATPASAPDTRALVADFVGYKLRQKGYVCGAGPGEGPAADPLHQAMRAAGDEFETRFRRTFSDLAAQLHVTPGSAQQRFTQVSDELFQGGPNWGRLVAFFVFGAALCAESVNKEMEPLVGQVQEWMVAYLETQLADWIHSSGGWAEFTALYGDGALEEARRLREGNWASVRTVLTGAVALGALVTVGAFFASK
Bcl-2 Bim block: inhibitors of Bim-Bcl-2 binding, primary screen, biochemical, multiplexed, human Bcl-2 family | Apoptosis regulator Bcl-2 (Homo sapiens), P10415 | Bead-based flow cytometry, Bim peptide-Bcl-2 binding | inhibition, % at 10 µM | hit rate 0.06% among 190,000 | AID 950, 2007; in the data active means inhibition above about 40%;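 further: 0% = no compound wells with probe peptide and 100% = reference peptide inhibitor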
Target sequence (P10415 whole entry, looked up): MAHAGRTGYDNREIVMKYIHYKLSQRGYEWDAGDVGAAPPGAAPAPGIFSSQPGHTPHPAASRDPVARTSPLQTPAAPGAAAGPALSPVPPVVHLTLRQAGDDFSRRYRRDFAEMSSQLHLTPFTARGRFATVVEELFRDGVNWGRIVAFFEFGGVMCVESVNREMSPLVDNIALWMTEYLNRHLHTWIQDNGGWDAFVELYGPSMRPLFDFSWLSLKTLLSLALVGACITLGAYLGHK
Rab7 wt modul: modulators of GTP binding to Rab7, primary screen, biochemical, wildtype, multiplex bead flow cytometry. Rab7 GTPase wild type (dog), Bodipy-FL-GTP binding. GST-Rab7 beads, fluorescent GTP binding; actives lie on both sides; untreated = 100%, excess cold GTP = 0%. GTP binding activity (percent of control), % at 10 µM. hit rate 0.055% among 190,000. AID 758, 2007;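 active means fluorescent GTP binding to Rab7 beads changed by at least 20 points from the 100% baseline, either direction, mostly lower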;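 further: median green fluorescence of bound Bodipy-FL-GTP per Rab7 bead population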
Bcl-B Bim block: inhibitors of Bim-Bcl-B binding, primary screen, biochemical, multiplexed, human Bcl-2 family; AID 951, 2007; hit rate 0.073% among 190,000; bead-based flow cytometry, Bim peptide-Bcl-B binding; inhibition, % at 10 µM;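 further: 0% = tracer peptide without compound and 100% = reference inhibitor peptide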
Target sequence (Q9HD36 whole entry, looked up): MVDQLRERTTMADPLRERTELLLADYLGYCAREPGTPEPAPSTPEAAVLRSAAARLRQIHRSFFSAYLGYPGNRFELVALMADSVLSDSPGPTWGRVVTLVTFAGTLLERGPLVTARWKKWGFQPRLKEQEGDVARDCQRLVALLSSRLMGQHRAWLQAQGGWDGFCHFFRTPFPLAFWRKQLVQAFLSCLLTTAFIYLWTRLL
Cdc42 wt: modulators of GTP binding to wildtype Cdc42, primary screen, biochemical, multiplex bead flow cytometry, Bodipy-GTP; GST-Cdc42 beads; actives lie on both sides; percent activity (GTP binding), % at 10 µM; hit rate 0.2% among 190,000; AID 761, 2007;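 active means percent activity GTP binding at least 20 points away from the 100% baseline, either down as inhibitor or up as activator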;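 further: median bead fluorescence of bound Bodipy-FL-GTP at 100 nM; 0% = excess unlabeled GTP control and 100% = no compound control; below 100% means less GTP binding so inhibitor and above means activator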
Target sequence (P60953 whole entry, looked up): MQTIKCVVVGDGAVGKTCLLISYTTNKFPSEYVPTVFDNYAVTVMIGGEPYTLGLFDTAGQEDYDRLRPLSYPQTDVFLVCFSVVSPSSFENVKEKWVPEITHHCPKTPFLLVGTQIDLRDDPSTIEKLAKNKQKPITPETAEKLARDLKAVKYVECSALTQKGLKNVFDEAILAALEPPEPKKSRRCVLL
Bim-Bfl-1: inhibitors of Bim binding to Bfl-1, primary screen, biochemical, multiplexed, bead-based flow cytometry; Bim-Bfl-1 binding inhibition; hit rate 0.12% among 190,000; Bcl-2-related protein A1 (Homo sapiens), Q16548; AID 1008, 2008; inhibition, % at 10 µM;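 further: 0% = wells without compound plus tracer and 100% = blocker peptide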
Rac1 wt GTP bind: wildtype Rac1 GTP binding modulators, primary screen, biochemical, GST-Rac1 beads, flow cytometry, multiplex. GTP binding activity (% of control), % at 10 µM. Ras-related C3 botulinum toxin substrate 1 (Homo sapiens), P63000. fluorescent GTP binding; actives lie on both sides; 0 = cold GTP competed, 100 = untreated. hit rate 0.27% among 190,000;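 active means GTP binding activity at least 20 points away from the 100% control level, either lower or higher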
Rab2 wt GTP: modulators of GTP binding to Rab2A wildtype, primary screen, biochemical, dog, bead-based flow cytometry, multiplex. Ras-related protein Rab-2A (Canis lupus familiaris), P61105. GST-Rab2 wt beads, Bodipy-GTP binding. GTP binding activity, % at 10 µM. hit rate 0.19% among 190,000;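 active means GTP binding activity at least 20 points away from 100%, either lowered or raised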;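 further: 0% = beads with excess unlabeled GTP and 100% = no-compound control corrected for plate trend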
HRas wt GTP bind: modulators of GTP binding to HRas wildtype, primary screen, biochemical, bead-based flow cytometry, multiplex | hit rate 0.14% among 190,000 | GTP binding activity, % at 10 µM | GST-Ras wt beads, Bodipy-FL-GTP binding; actives lie on both sides | AID 759, 2007;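 active means GTP binding activity at least 20% away from the 100% baseline, either lowered as inhibitor or raised as activator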;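 further: 0% = unlabeled GTP competition control and 100% = no-compound control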
* marks the source's active call; other numbers are inactive results. Unless noted, no stated cut-off is given here; in the data, active means inhibition above about 40%.

Results for O=C(CSCC(=O)N1CCCc2ccccc21)Nc1nc(-c2ccccc2)cs1 ?
Rac1 act GTP bind: 96; Bcl-XL Bim block: -4; Bim-Bcl-W: -4; Bcl-2 Bim block: -1; Rab7 wt modul: 96; Bcl-B Bim block: -3; Cdc42 wt: 97; Bim-Bfl-1: -1; Rac1 wt GTP bind: 100; Rab2 wt GTP: 96; HRas wt GTP bind: 98

How did O=C(CCC(=O)c1cccs1)Nc1ccc(N2CCCCC2)cc1 do in these assays?
Rac1 act GTP bind: 98; Bcl-XL Bim block: -2; Bim-Bcl-W: 0; Bcl-2 Bim block: -1; Rab7 wt modul: 99; Bcl-B Bim block: -3; Cdc42 wt: 97; Bim-Bfl-1: -4; Rac1 wt GTP bind: 100; Rab2 wt GTP: 96; HRas wt GTP bind: 97

Results for CCC(C)(C)n1nnnc1C(c1ccc(O)cc1)N1CCc2ccccc2C1 (stereo not given) ?
Rac1 act GTP bind: 96; Bcl-XL Bim block: -3; Bim-Bcl-W: -1; Bcl-2 Bim block: -2; Rab7 wt modul: 103; Bcl-B Bim block: -2; Cdc42 wt: 97; Bim-Bfl-1: -4; Rac1 wt GTP bind: 99; Rab2 wt GTP: 99; HRas wt GTP bind: 99

Results for Cc1cc(NC(=O)CSc2nnc(-c3cccnc3)n2C)no1 ?
Rac1 act GTP bind: 94; Bcl-XL Bim block: -12; Bim-Bcl-W: 0; Bcl-2 Bim block: -11; Rab7 wt modul: 93; Bcl-B Bim block: -9; Cdc42 wt: 100; Bim-Bfl-1: -12; Rac1 wt GTP bind: 95; Rab2 wt GTP: 95; HRas wt GTP bind: 95

What do the screens show for `CCOC(=O)c1ccc(S(=O)(=O)NNC(=O)COc2ccccc2C)cc1`?
Rac1 act GTP bind: 97; Bcl-XL Bim block: -4; Bim-Bcl-W: -4; Bcl-2 Bim block: -4; Rab7 wt modul: 100; Bcl-B Bim block: -4; Cdc42 wt: 100; Bim-Bfl-1: -3; Rac1 wt GTP bind: 100; Rab2 wt GTP: 99; HRas wt GTP bind: 99

Results for CCOC(=O)N1CCN(C(=O)c2oc3ccc(S(=O)(=O)N4CCOCC4)cc3c2C)CC1 ?
Rac1 act GTP bind: 94; Bcl-XL Bim block: -4; Bim-Bcl-W: -1; Bcl-2 Bim block: -10; Rab7 wt modul: 97; Bcl-B Bim block: -7; Cdc42 wt: 100; Bim-Bfl-1: -11; Rac1 wt GTP bind: 99; Rab2 wt GTP: 99; HRas wt GTP bind: 99

What do the screens show for `c1ccc(-n2c(-c3ccco3)nnc2-c2ccco2)cc1`?
Rac1 act GTP bind: 102; Bcl-XL Bim block: -7; Bim-Bcl-W: -5; Bcl-2 Bim block: 0; Rab7 wt modul: 98; Bcl-B Bim block: -1; Cdc42 wt: 102; Bim-Bfl-1: 0; Rac1 wt GTP bind: 107; Rab2 wt GTP: 102; HRas wt GTP bind: 102

What do the screens show for `O=C(O)c1cc(NS(=O)(=O)c2ccc(N3CCOCC3)c([N+](=O)[O-])c2)cc(C(=O)O)c1`?
Rac1 act GTP bind: 96; Bcl-XL Bim block: -2; Bim-Bcl-W: -1; Bcl-2 Bim block: -2; Rab7 wt modul: 93; Bcl-B Bim block: -5; Cdc42 wt: 98; Bim-Bfl-1: -7; Rac1 wt GTP bind: 98; Rab2 wt GTP: 92; HRas wt GTP bind: 96

How did CCOc1ccc(C(=O)NC2CC3CCCC(C2)N3CC(C)C)cc1 (stereo not given) do in these assays?
Rac1 act GTP bind: 97; Bcl-XL Bim block: -11; Bim-Bcl-W: -5; Bcl-2 Bim block: 0; Rab7 wt modul: 92; Bcl-B Bim block: -1; Cdc42 wt: 99; Bim-Bfl-1: 4; Rac1 wt GTP bind: 99; Rab2 wt GTP: 98; HRas wt GTP bind: 97

How did CCOC(=O)C1C(=O)CC(C)(O)C(C(=O)OCC)C1c1cccc(OC(F)(F)C(F)F)c1 (stereo not given) do in these assays?
Rac1 act GTP bind: 97; Bcl-XL Bim block: -7; Bim-Bcl-W: -1; Bcl-2 Bim block: -7; Rab7 wt modul: 96; Bcl-B Bim block: -5; Cdc42 wt: 97; Bim-Bfl-1: -7; Rac1 wt GTP bind: 95; Rab2 wt GTP: 98; HRas wt GTP bind: 98

What do the screens show for `Cc1ccc2nc(N3C(=O)C(O)=C(C(=O)c4cc5ccccc5o4)C3c3cccs3)sc2c1` (stereo not given)?
Rac1 act GTP bind: 95; Bcl-XL Bim block: 9; Bim-Bcl-W: 1; Bcl-2 Bim block: -2; Rab7 wt modul: 95; Bcl-B Bim block: -4; Cdc42 wt: 95; Bim-Bfl-1: -5; Rac1 wt GTP bind: 99; Rab2 wt GTP: 94; HRas wt GTP bind: 94

What do the screens show for `O=C(CCCCn1c(=O)[nH]c2ccsc2c1=O)NCc1ccc2c(c1)OCO2`?
Rac1 act GTP bind: 99; Bcl-XL Bim block: 0; Bim-Bcl-W: 0; Bcl-2 Bim block: -7; Rab7 wt modul: 100; Bcl-B Bim block: -9; Cdc42 wt: 101; Bim-Bfl-1: -10; Rac1 wt GTP bind: 105; Rab2 wt GTP: 99; HRas wt GTP bind: 99

Overlap with the part before: two compounds, then new ones.
What do the screens show for `Cc1ccc2nc(N3C(=O)C(O)=C(C(=O)c4cc5ccccc5o4)C3c3cccs3)sc2c1` (stereo not given)?
Rac1 act GTP bind: 95; Bcl-XL Bim block: 9; Bim-Bcl-W: 1; Bcl-2 Bim block: -2; Rab7 wt modul: 95; Bcl-B Bim block: -4; Cdc42 wt: 95; Bim-Bfl-1: -5; Rac1 wt GTP bind: 99; Rab2 wt GTP: 94; HRas wt GTP bind: 94

What do the screens show for `O=C(CCCCn1c(=O)[nH]c2ccsc2c1=O)NCc1ccc2c(c1)OCO2`?
Rac1 act GTP bind: 99; Bcl-XL Bim block: 0; Bim-Bcl-W: 0; Bcl-2 Bim block: -7; Rab7 wt modul: 100; Bcl-B Bim block: -9; Cdc42 wt: 101; Bim-Bfl-1: -10; Rac1 wt GTP bind: 105; Rab2 wt GTP: 99; HRas wt GTP bind: 99

What do the screens show for `CCOc1ccccc1Nc1nnc(SCc2ccc(C(=O)OC)o2)s1`?
Rac1 act GTP bind: 99; Bcl-XL Bim block: -5; Bim-Bcl-W: -6; Bcl-2 Bim block: -9; Rab7 wt modul: 103; Bcl-B Bim block: -11; Cdc42 wt: 111; Bim-Bfl-1: -6; Rac1 wt GTP bind: 110; Rab2 wt GTP: 102; HRas wt GTP bind: 103

How did CC1CN(c2oc(-c3ccco3)nc2C#N)CC(C)O1 (stereo not given) do in these assays?
Rac1 act GTP bind: 95; Bcl-XL Bim block: 0; Bim-Bcl-W: 1; Bcl-2 Bim block: 0; Rab7 wt modul: 99; Bcl-B Bim block: 0; Cdc42 wt: 96; Bim-Bfl-1: 1; Rac1 wt GTP bind: 97; Rab2 wt GTP: 98; HRas wt GTP bind: 98

Results for CCn1c(CSc2nc3ccccc3s2)nnc1SCC(=O)c1ccc(Cl)cc1 ?
Rac1 act GTP bind: 93; Bcl-XL Bim block: -2; Bim-Bcl-W: -2; Bcl-2 Bim block: -1; Rab7 wt modul: 96; Bcl-B Bim block: -7; Cdc42 wt: 95; Bim-Bfl-1: 0; Rac1 wt GTP bind: 92; Rab2 wt GTP: 94; HRas wt GTP bind: 95

How did CCCC(c1nnnn1Cc1cccs1)N1CCN(c2nc3ccccc3s2)CC1 (stereo not given) do in these assays?
Rac1 act GTP bind: 98; Bcl-XL Bim block: -3; Bim-Bcl-W: -1; Bcl-2 Bim block: -4; Rab7 wt modul: 98; Bcl-B Bim block: -4; Cdc42 wt: 101; Bim-Bfl-1: -9; Rac1 wt GTP bind: 102; Rab2 wt GTP: 98; HRas wt GTP bind: 98

What do the screens show for `O=C(N/N=C/c1ccc(O)c(O)c1)c1cccc(S(=O)(=O)N2CCCCC2)c1`?
Rac1 act GTP bind: 95; Bcl-XL Bim block: 0; Bim-Bcl-W: 0; Bcl-2 Bim block: -2; Rab7 wt modul: 95; Bcl-B Bim block: -5; Cdc42 wt: 94; Bim-Bfl-1: -6; Rac1 wt GTP bind: 93; Rab2 wt GTP: 93; HRas wt GTP bind: 94

Results for COc1ccc(C)cc1NC(=O)C1CCCN(S(=O)(=O)c2cccc3nonc23)C1 (stereo not given) ?
Rac1 act GTP bind: 95; Bcl-XL Bim block: 0; Bim-Bcl-W: 0; Bcl-2 Bim block: 0; Rab7 wt modul: 98; Bcl-B Bim block: 0; Cdc42 wt: 99; Bim-Bfl-1: 0; Rac1 wt GTP bind: 103; Rab2 wt GTP: 97; HRas wt GTP bind: 99

How did O=C(/C=C/c1ccccc1Cl)NCCN1CCOCC1 do in these assays?
Rac1 act GTP bind: 103; Bcl-XL Bim block: -3; Bim-Bcl-W: 4; Bcl-2 Bim block: -2; Rab7 wt modul: 105; Bcl-B Bim block: -2; Cdc42 wt: 103; Bim-Bfl-1: -9; Rac1 wt GTP bind: 105; Rab2 wt GTP: 103; HRas wt GTP bind: 104

How did CCn1cc([C@@H]2C[C@H]3CN(Cc4cccc(Cl)c4)C(=O)[C@]34CCCN24)c(C)n1 do in these assays?
Rac1 act GTP bind: 96; Bcl-XL Bim block: -1; Bim-Bcl-W: -2; Bcl-2 Bim block: -3; Rab7 wt modul: 100; Bcl-B Bim block: -1; Cdc42 wt: 98; Bim-Bfl-1: -4; Rac1 wt GTP bind: 99; Rab2 wt GTP: 98; HRas wt GTP bind: 100

Results for CC1=[N+]([O-])C(C)(C)C(C)N(O)C1=O (stereo not given) ?
Rac1 act GTP bind: 97; Bcl-XL Bim block: -1; Bim-Bcl-W: 5; Bcl-2 Bim block: -5; Rab7 wt modul: 103; Bcl-B Bim block: -4; Cdc42 wt: 106; Bim-Bfl-1: -12; Rac1 wt GTP bind: 109; Rab2 wt GTP: 101; HRas wt GTP bind: 103

What do the screens show for `CCC1(C(=O)OC)NC(c2ccco2)C2C(=O)N(c3ccccc3)C(=O)C21` (stereo not given)?
Rac1 act GTP bind: 99; Bcl-XL Bim block: -1; Bim-Bcl-W: -4; Bcl-2 Bim block: -1; Rab7 wt modul: 97; Bcl-B Bim block: 0; Cdc42 wt: 98; Bim-Bfl-1: -1; Rac1 wt GTP bind: 101; Rab2 wt GTP: 99; HRas wt GTP bind: 100

Results for COc1cc(-c2csc(C)n2)ccc1O ?
Rac1 act GTP bind: 100; Bcl-XL Bim block: 0; Bim-Bcl-W: -1; Bcl-2 Bim block: -3; Rab7 wt modul: 103; Bcl-B Bim block: -2; Cdc42 wt: 104; Bim-Bfl-1: -1; Rac1 wt GTP bind: 104; Rab2 wt GTP: 104; HRas wt GTP bind: 103

This is a random part of the collection, and some 0.62% of all compounds hit somewhere here.
